M5 ag = human M5 muscarinic receptor agonists, primary screen, CHO-K1 cells, Fluo-8 calcium fluorescence. CHO-K1 hM5 cells; 0% DMSO wells, 100% maximal acetylcholine response. 360,000 compounds, 0.19% hits. Muscarinic acetylcholine receptor M5 (Homo sapiens), P08912. AID 624037, 2012. activation, % at 3 µM;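 active = activation above the run's mean over test compounds plus 3 SD, cut at about 23% in these data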;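 note: signal is peak over basal fluorescence ratio across the kinetic read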
Target sequence (P08912 whole entry, looked up): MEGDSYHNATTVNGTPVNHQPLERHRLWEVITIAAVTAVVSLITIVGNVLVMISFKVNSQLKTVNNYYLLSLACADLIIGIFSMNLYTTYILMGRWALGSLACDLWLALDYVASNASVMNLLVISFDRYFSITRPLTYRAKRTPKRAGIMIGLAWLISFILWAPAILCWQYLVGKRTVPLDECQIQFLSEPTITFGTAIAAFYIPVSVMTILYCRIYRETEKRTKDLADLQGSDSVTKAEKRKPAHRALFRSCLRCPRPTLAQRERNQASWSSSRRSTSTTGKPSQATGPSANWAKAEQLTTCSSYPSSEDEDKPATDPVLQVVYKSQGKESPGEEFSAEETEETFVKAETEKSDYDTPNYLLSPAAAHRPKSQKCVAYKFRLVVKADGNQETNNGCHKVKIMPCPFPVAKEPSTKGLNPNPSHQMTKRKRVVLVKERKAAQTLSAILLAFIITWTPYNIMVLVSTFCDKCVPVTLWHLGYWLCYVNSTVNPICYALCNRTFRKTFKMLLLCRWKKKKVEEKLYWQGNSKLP
CHRM4 PAM = human M4 muscarinic receptor positive allosteric modulators, primary screen, CHO-K1 cells, Fluo-8 calcium fluorescence | Muscarinic acetylcholine receptor M4 (Homo sapiens), P08173 | CHO-K1 hM4/Gqi5, ACh EC20; 0% = ACh EC20, 100% = maximal ACh | activation, % at 3 µM | 360,000 compounds, 0.4% hits;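 active = activation above its plate's cutoff, the mean activation of sample wells plus 3 SD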; note: some results filed as inactive read as strong as hits
Target sequence (P08173 whole entry, looked up): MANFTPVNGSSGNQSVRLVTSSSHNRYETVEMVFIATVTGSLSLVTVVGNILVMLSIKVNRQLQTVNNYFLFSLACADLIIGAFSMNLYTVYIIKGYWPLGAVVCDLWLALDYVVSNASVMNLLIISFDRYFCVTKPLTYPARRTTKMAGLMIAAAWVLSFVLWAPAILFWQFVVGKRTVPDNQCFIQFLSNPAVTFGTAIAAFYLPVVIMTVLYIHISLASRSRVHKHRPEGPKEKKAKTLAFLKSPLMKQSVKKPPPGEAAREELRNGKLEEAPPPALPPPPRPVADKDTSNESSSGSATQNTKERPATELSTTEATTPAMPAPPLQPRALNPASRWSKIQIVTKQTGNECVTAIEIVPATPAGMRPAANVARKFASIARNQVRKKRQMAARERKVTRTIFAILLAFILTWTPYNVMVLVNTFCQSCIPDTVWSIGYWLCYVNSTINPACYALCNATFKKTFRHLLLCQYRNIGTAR
CHRM5 PAM = human M5 muscarinic receptor positive allosteric modulators, primary screen, CHO-K1 cells, Fluo-8 calcium fluorescence; 360,000 compounds, 0.3% hits; AID 624038, 2012; CHO-K1 hM5, ACh EC20 PAM; 0% = ACh EC20, 100% = ACh EC100; activation, % at 3 µM;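 active = activation above the run cutoff, the mean activation of all test compounds plus 3 SD, cut at about 18% in these data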
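system = human M5 receptor in CHO-K1 cells | reagent = EC20 acetylcholine as agonist stimulus | compound dosing = single-point, 3 µM nominal | incubation = Fluo-8 loading 80 min at 37 °C plus 30 min room temperature | detection = Fluo-8 calcium dye fluorescence, kinetic read | benchmarks = low control EC20 acetylcholine (0%), high control EC100 acetylcholine (100%)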
CHRM5 antagonist = human M5 muscarinic receptor antagonists, primary screen, CHO cells, Fluo-8 calcium fluorescence; Muscarinic acetylcholine receptor M5 (Homo sapiens), P08912; CHO-hM5 cells, ACh EC80; inhibition, % at 3 µM; 360,000 compounds, 0.59% hits; AID 624040, 2012;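 active = inhibition above a per-plate cutoff, the mean of that plate's test compounds plus 3 SD, cut at about 27% in these data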;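 note: 0% = acetylcholine EC80 with DMSO and 100% = DMSO without agonist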
CRFR2-BP antag = antagonists of CRF-BP/CRF-R2 complex, primary screen, cell-based, HEK293, calcium dye fluorescence, uHTS; CRF-induced calcium fluorescence; inhibition, % at 11.8 µM; 350,000 compounds, 0.59% hits; AID 588475, 2011;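 active = inhibition of the ligand-induced calcium signal above about 50% at the single tested concentration, limit read from the data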
CHRM4 antagonist = human M4 muscarinic receptor antagonists, primary screen, CHO cells, Fluo-8 calcium fluorescence; Muscarinic acetylcholine receptor M4 (Homo sapiens), P08173; CHO-hM4 cells, ACh EC80; inhibition, % at 3 µM; 360,000 compounds, 0.73% hits;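 active = inhibition above its plate's cutoff, the mean inhibition of sample wells plus 3 SD, cut at about 27% in these data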;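 note: 0% = acetylcholine EC80 with DMSO and 100% = DMSO without agonist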
CRFBP-R2 agonist = agonists of CRF-BP/CRF-R2 complex, primary screen, cell-based, HEK293, calcium dye fluorescence, uHTS | CRF-binding protein / CRF receptor 2 complex (human) | calcium dye fluorescence (FLIPR); percent of saturating CRF peptide response | activation, % at 13.2 µM | 350,000 compounds, 0.46% hits;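 active = activation of at least 50%, plus an integration ratio under a set limit after plate pattern correction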;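 note: plate controls were neutral control wells without compound for no effect and CRF at EC100 for full effect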
IDE cell inh = human IDE inhibitors in live cells, primary screen, fluorescence polarization, HEK cells, FAbetaB substrate; FAbetaB cleavage; 320,000 compounds, 0.41% hits; inhibition, % at 5.59 µM; AID 434962, 2010; Insulin-degrading enzyme (Homo sapiens), P14735;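 active = percent inhibition above the average of all tested compounds plus 3 SD, set per screening campaign, cut at about 16% in these data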;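 note: IDE supplied by intact live HEK cells; FP after avidin binding of uncleaved biotin substrate so inhibition keeps polarization high; 0% = DMSO wells and 100% = 60 µM reference IDE inhibitor Ii1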
CHRM4 agonist = human M4 muscarinic receptor agonists, primary screen, CHO-K1 cells, Fluo-8 calcium fluorescence; CHO-K1 hM4/Gqi5; vehicle 0%, full acetylcholine response 100%; Muscarinic acetylcholine receptor M4 (Homo sapiens), P08173; activation, % at 3 µM; 360,000 compounds, 0.14% hits;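 active = activation above the run mean over all test wells plus 3 SD, cut at about 32% in these data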;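 note: peak over basal fluorescence ratio per well then scaled between controls; 0% = DMSO wells and 100% = acetylcholine at EC100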
* marks the source's active call; other numbers are inactive results; · = no result given.

Value order: M5 ag, CHRM4 PAM, CHRM5 PAM, CHRM5 antagonist, CRFR2-BP antag, CHRM4 antagonist, CRFBP-R2 agonist, IDE cell inh, CHRM4 agonist
Cc1ccnc(SCCn2c(N3CCN(c4ccccc4)CC3)nc3c2c(=O)[nH]c(=O)n3C)n1
→ 6, -16, -13, 8, -7, -2, -1.6, -6, 17
O=c1[nH]c2ccc(S(=O)(=O)Nc3ccc(Cl)cc3)cc2o1
→ -2, 10, -1, -7, -11, -8, 4.1, ·, 3
COc1cc(/C=N/OCC(=O)Nc2cc(C)cc(C)c2)ccc1OCc1ccc(Cl)cc1
→ -2, -3, -1, 7, 20, -2, 17, 0, 1
COc1ccc(-c2c[n+](CC(=O)N3c4ccccc4Sc4ccccc43)c3n2CCC3)cc1
→ -18, -69, -35, 41*, 21, 53*, -1.9, 1, 0
COc1c(O)ccc(/C=C(\C#N)c2nc3ccccc3[nH]2)c1[N+](=O)[O-]
→ 2, 4, -3, 2, -4, 0, 2.1, 17*, 2
OC(c1ccccc1)c1ncc(-c2ccc(C(F)(F)F)cc2)[nH]1 (stereo unspecified)
→ 0, 9, -2, -1, ·, -10, ·, ·, 2
COc1cccc(NC(=O)CSc2nc3ccccc3c(=O)n2CCCC(=O)NCCCN2CCOCC2)c1
→ -2, -1, 4, -7, 7, 5, -2.9, 10, 2
COc1ccc2[nH]c(=O)c(CN(Cc3nnnn3CCc3ccccc3)CC3CCCO3)cc2c1 (stereo unspecified)
→ 1, -6, -9, 5, -10, -1, 6.0, 7, 3
NC(=O)C1(N2CCCCC2)CCN(CC(=O)Nc2cc(Cl)ccc2Cl)CC1
→ -1, 1, -5, 6, -55, 1, -1.6, -1, 2
O=C(NCCCN1CCOCC1)c1cc(-c2ccc(F)cc2)nc2ccccc12
→ -1, 7, -9, 5, -1, -16, -0.9, 7, 10
Cc1ccc(NC(=S)N(CCN2CCCCC2)Cc2ccco2)cc1Cl
→ -11, -5, 4, 8, -6, -3, -0.4, 2, 1
Cc1nc(N2CCN(S(=O)(=O)c3cccs3)CC2)c2c(-c3ccccc3)c(C)sc2n1
→ -1, -2, 0, 2, 0, -3, -1.2, ·, 0
COC(=O)C(C)n1cnc2c(nnn2-c2ccc(F)cc2)c1=O (stereo unspecified)
→ 0, 4, 1, 4, 16, -16, -2.5, 2, 1
O=C(NCCC(=O)N1CCC2(CC1)NCCc1[nH]cnc12)c1ccc(Br)cc1
→ -1, 2, 5, 1, -8, -1, 0.1, 3, 0
O=C(NC(=S)NCCCN1CCOCC1)c1cccc2ccccc12
→ -2, -2, 10, -7, 9, -11, -0.2, 0, 1
C=CCNC(=O)CCCc1ccccc1
→ 0, -2, 0, -2, 8, 2, 1.5, 0, -1
O=C(CN1C(=O)NC2(CCCC2)C1=O)OCCOc1cccc(Cl)c1
→ 1, 0, -9, 8, -8, -6, -0.8, 4, 4
COC(=O)COc1ccc(S(=O)(=O)NCc2ccc3c(c2)OCO3)cc1
→ -3, -6, -8, 1, 5, -8, 0.2, 1, 4
CC(CNS(=O)(=O)c1ccccc1)(c1ccccc1)N1CCOCC1 (stereo unspecified)
→ -5, -3, 3, 0, -1, 7, -0.5, 6, 0
CCn1c(Cc2c(C)[nH]c3ccccc23)nnc1SCC(=O)NCc1ccccc1
→ -11, 5, 4, 2, -12, -2, 1.0, 2, 2
CC(=O)Nc1ccc(C(=O)OCCCOC(=O)c2ccc(NC(C)=O)cc2)cc1
→ 1, 2, -4, 4, -9, 3, -0.8, -4, 7
Cc1c(NC(=O)c2cccc(-c3cc4ccccc4oc3=O)c2)cccc1-c1nc2ncccc2o1
→ -3, -7, -13, 14, -3, -3, 1.6, 1, 5
COc1ccc(OC)c(CNCc2ccc3c(c2)OCO3)c1
→ -1, -4, 4, 0, 0, -7, -0.1, -1, 1
COCCN(C(=O)CSc1nnc(-c2ccccc2F)o1)c1c(N)n(CC(C)C)c(=O)[nH]c1=O
→ 1, 3, -6, 6, -11, 5, -1.8, 1, 6
Cc1ccc(C)c(N2N=C(C(=O)OCc3nnc(-c4cccs4)o3)CCC2=O)c1
→ 2, 10, 0, 6, -2, -5, -1.4, ·, 1
O=C(COc1ccccc1)Nc1nnc(S(=O)(=O)Nc2ccccc2)s1
→ 0, 4, -6, 3, -2, -3, 0.4, -5, 1
COc1cc(NC(=S)NCCCN2CCOCC2)c(OC)cc1NC(=O)c1ccco1
→ -2, 11, -5, 7, 7, -1, -1.5, -1, 1
C/C(=N\N=C(/N)c1nonc1N)c1ccc2c(c1)OCO2
→ -2, -8, -4, 12, 5, 8, -3.7, -6, 0
C[C@]12CC[C@H](O)CC1=C[C@H](O)C1C2CC[C@@]2(C)C1CC[C@@]2(O)C#Cc1ccc(CN)cc1 (stereo partly specified)
→ 4, -6, 0, 1, 21, 1, 1.8, ·, 1
C[C@H](CO)N1C[C@H](C)[C@@H](CN(C)C(=O)NC2CCCCC2)Oc2c(NC(=O)Nc3ccc(C(F)(F)F)cc3)cccc2C1=O
→ -2, 9, 7, 9, -20, 3, 44, -2, 3

2 entries picked at random from the list so far:
Value order: M5 ag, CHRM4 PAM, CHRM5 PAM, CHRM5 antagonist, CRFR2-BP antag, CHRM4 antagonist, CRFBP-R2 agonist, IDE cell inh, CHRM4 agonist
COC(=O)COc1ccc(S(=O)(=O)NCc2ccc3c(c2)OCO3)cc1
→ -3, -6, -8, 1, 5, -8, 0.2, 1, 4
C[C@]12CC[C@H](O)CC1=C[C@H](O)C1C2CC[C@@]2(C)C1CC[C@@]2(O)C#Cc1ccc(CN)cc1 (stereo partly specified)
→ 4, -6, 0, 1, 21, 1, 1.8, ·, 1

Continuation.
Value order: M5 ag, CHRM4 PAM, CHRM5 PAM, CHRM5 antagonist, CRFR2-BP antag, CHRM4 antagonist, CRFBP-R2 agonist, IDE cell inh, CHRM4 agonist
c1ccc2c(c1)CCN(CCCNc1nc3ccccc3n3cnnc13)C2
→ -2, -3, -5, 7, 15, -8, -0.3, ·, 1
CCCCNC(=O)Oc1cccc(N2CCCC2=O)c1
→ -2, 2, 6, -6, -6, 0, 0.2, 6, 0
Cc1ccccc1NC(=O)CSc1ccncc1
→ -2, -9, -2, 11, 11, -11, 0.3, 4, 1
COc1ccccc1NC(=O)Nc1ccccc1SC
→ -2, -2, -6, -8, 7, -2, 0.8, 4, 1
CCc1c(C(C)=O)oc2ccc3c(C)cc(=O)oc3c12
→ -1, -6, -1, 2, -1, 3, -3.2, -3, -1
COc1cc2ccccc2cc1C(=O)Nc1ccccc1Cl
→ -1, -2, -2, -5, 23, -9, 8.9, 7, 6
O=C(NC1CCCC1)C(NS(=O)(=O)c1cccc2nsnc12)c1ccccc1 (stereo unspecified)
→ -2, 3, 11, -10, 5, -2, -4.1, 8, 0
CCS(=O)(=O)N1CCC(C(=O)NCc2cccs2)CC1
→ 1, 3, 4, -3, 16, -3, -1.4, 0, 1
O=c1nc2scc(-c3ccccc3)n2c2ccccc12
→ 2, 4, 3, 1, -15, 2, -3.5, 1, 0
O=C(Nc1ccc(N2CCCC2)cc1)c1ccccc1F
→ -1, -7, -2, 6, -11, 19, 0.6, 1, 4
CCCSc1nnc2c(n1)OC(c1cccn1C)N(C(C)=O)c1ccccc1-2 (stereo unspecified)
→ 2, -5, 3, 2, 25, -1, 2.7, 3, 0
COc1ccc2c(c1)[C@H]1[C@H](CO2)[C@H](c2ccccc2)[C@]2(C)C(=O)Nc3cc(Cl)ccc3C(=O)N12
→ -3, -8, -15, 19, 7, 18, 0.3, 2, 1
O=C(NC1(Cc2ccccc2)CCN(CCCc2ccccc2)C1=O)c1ccccc1 (stereo unspecified)
→ 6, -5, -25, 13, -58, -14, -7.3, 14, 18
O=C(O)c1ccc(N2CCCCCC2)c(N2C(=O)c3ccccc3C2=O)c1
→ -1, 6, 1, -8, -3, 13, -1.9, 1, 2
Cc1ccc(-n2[nH]c(C)c(C=NC34CN5CN(CN(C5)C3)C4)c2=O)cc1C
→ -2, -1, -2, 1, 14, 3, -0.5, 1, 0
CCCS(=O)(=O)N1CCC(C(=O)NCCCN(CC)c2cccc(C)c2)CC1
→ -2, -1, 4, 0, -1, 5, -0.1, 1, 2
CCC(C)N=CC1=C(O)C(C(=O)OC)C(C)(C)CC1=O (stereo unspecified)
→ -2, 5, 1, -6, 9, -1, 0.8, 5, 1
COCCNC(=O)CSc1nc2ccccc2c2nc(C)nn12
→ -6, -1, 4, -5, 11, -4, -1.9, 7, 1
CCOc1ccc(NC(=O)CN2CCN(C(=O)C3CCCO3)CC2)cc1 (stereo unspecified)
→ -4, 3, -1, -8, -9, -2, -0.1, -1, 0
COc1ccc(CCC(=O)NNC(=S)NCc2ccc(F)cc2)cc1
→ 1, 1, 0, 5, -11, -1, 1.0, -1, 3
CCn1cc(C(=O)O)c(=O)c2cnc(N3CCN(C(=S)NC(=O)c4ccc(Cl)cc4Cl)CC3)nc21
→ -2, 4, 1, 14, -4, 4, -0.2, 1, 1
C=CCn1c(SCn2nnc3ccccc3c2=O)nnc1C1CCCCC1
→ 0, 4, -2, 2, 7, 6, -1.1, 0, 1

Exported as labelled records: two of the compounds above
mol: COc1cc2ccccc2cc1C(=O)Nc1ccccc1Cl
- M5 ag: -1
- CHRM4 PAM: -2
- CHRM5 PAM: -2
- CHRM5 antagonist: -5
- CRFR2-BP antag: 23
- CHRM4 antagonist: -9
- CRFBP-R2 agonist: 8.9
- IDE cell inh: 7
- CHRM4 agonist: 6
mol: O=C(NC1CCCC1)C(NS(=O)(=O)c1cccc2nsnc12)c1ccccc1 (stereo unspecified)
- M5 ag: -2
- CHRM4 PAM: 3
- CHRM5 PAM: 11
- CHRM5 antagonist: -10
- CRFR2-BP antag: 5
- CHRM4 antagonist: -2
- CRFBP-R2 agonist: -4.1
- IDE cell inh: 8
- CHRM4 agonist: 0

From PubChem BioAssay
